tuberculosis growth: growth inhibition of non-replicating M. tuberculosis (AID 488890) | Mycobacterium tuberculosis non-replicating, growth inhibition; higher % means a stronger effect | inhibition, % at 25 µM; hits with a dose series show IC50 in µM | 320,000 tested, 0.39% active; in the data active = a potency from the dose series; inconclusive = inhibition mostly from about 82% at the one dose, without a potency; inactive = the rest, 99 in 100 with inhibition below about 76%;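 note: plate controls were DMSO cells for no effect and high antibiotic wells for full effect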
inhibitors of VEEV: inhibitors of VEEV TC-83 cytopathic effect, confirmation, Vero cells (AID 588727); Vero cells, VEEV TC-83 cytopathic effect inhibition; higher % means a stronger effect; one-dose inhibition, % at 20 µM; IC50 in µM for titrated hits; 350,000 tested, 0.13% active; in the data active = a potency from the dose series; inconclusive = inhibition mostly from about 14% at the one dose, without a potency; inactive = the rest, 99 in 100 with inhibition below about 12%; note: strong numbers were not always called active
H37Rv inhibition: M. tuberculosis growth inhibition, HTS (AID 449762). M. tuberculosis H37Rv growth inhibition, 7H9 media; higher % means a stronger effect. inhibition, % at 25 µM, or IC50 in µM where a hit was titrated. 330,000 tested, 0.59% active; in the data active = a potency from the dose series; inconclusive = inhibition above about 70% without an active follow-up result;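 note: bacterial growth assessed after seven days of incubation; strong numbers were not always called active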
Salmonella PhoP GFP: Inhibition of PhoP regulon, Salmonella typhi GFP reporter cells, confirmation, 4 h (AID 1850); Salmonella Typhi PhoP-promoter GFP reporter, fluorescence, 4 h; higher % means a stronger effect; inhibition, % at 50 µM, or IC50 in µM where a hit was titrated; 310,000 tested, 0.33% active; in the data active = a potency from the dose series; inconclusive = inhibition mostly from about 25% at the one dose, without a potency; inactive = the rest, 99 in 100 with inhibition below about 19%;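 note: 0% = induced wells with vehicle and 100% = uninduced wells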
H1N1 NS1A inhibition: NS1A inhibition, H1N1 influenza, cell based functional assay (AID 504329) | NS1A functional cell-based assay, percent inhibition; higher % means a stronger effect | inhibition, % at 12.5 µM, or IC50 in µM where a hit was titrated | 340,000 tested, 0.3% active; in the data active = a potency from the dose series; inconclusive = inhibition above about 27% without an active follow-up result; note: strong numbers were not always called active
inhibitors of VEEV 10K pilot screen: also measured in inhibitors of VEEV; calls as there; inhibition, %; measured here: 10K pilot screen inhibition
* marks the source's active call; other numbers are inactive results; i = inactive; u = inconclusive; x = not tested or not shown. No enrichment for hits. About 1.5% of those tested had a hit in this group.

SMILES	tuberculosis growth	inhibitors of VEEV	H37Rv inhibition	Salmonella PhoP GFP	H1N1 NS1A inhibition	others
O=C(CSc1nc2nc(-c3cccs3)cc(C(F)(F)F)c2c(=O)[nH]1)NCc1ccco1	12%	1.6%	-2%	-11%	-20%
Cc1ccc(NC(=O)/C=C/c2ccco2)nc1	19%	12%	5%	4%	0%
COc1ccc(S(=O)(=O)N2CCOCC2)cc1NC(=O)CSc1nnc(N)s1	-3%	3.1%	-4%	6%	-8%
Cc1cc(C)n(-c2nc(NCCN(C)C)c3c4c(sc3n2)COC(C)(C)C4)n1	43%	i	0%	5%	x
CC(C)Cn1c(SCc2nnc(-c3cccs3)o2)nc(O)cc1=O	39%	0.2%	7%	-5%	6%
CC(C)C[C@H](NC(=O)OC(C)(C)C)C(=O)N/N=C/c1ccc2nccnc2c1	-3%	3.1%	-7%	-9%	15%
CCOC(=O)C1=C2N(C)c3ccccc3N2CCC1=O	-6%	0.5%	3%	6%	0%
CN1CCN(C(=O)N(c2ccccc2)c2ccccc2)CC1	-6%	0.6%	2%	9%	-22%
CCOc1ccc(/C=C/C(=O)N(C)CC(=O)Nc2cccc(F)c2)cc1OCC	-5%	i	19%	9%	-1%
CCc1c(C)c(C#N)c2nc3ccccc3n2c1N1CCN(c2cc(C)ccn2)CC1	-8%	x	-4%	-2%	x
Cc1cccc[n+]1CC(=O)Nc1ccccc1	-11%	i	0%	1%	-2%
Cc1cc(C(=O)CN2C(=O)NC3(CCCc4ccccc43)C2=O)c(C)n1C (centres undefined)	-2%	i	0%	7%	3%
Cc1ccccc1CN(C)CCS(=O)(=O)c1cc(Cl)ccc1Cl	u	3.6%	63%	-4%	3%
Cn1cc(S(=O)(=O)N2CCN(c3ccc(F)cc3)CC2)c(=O)n(C)c1=O	-19%	1.4%	-14%	0%	24%
NC(=O)c1ccc(NC(=O)COc2coc(CN3CCc4ccccc4C3)cc2=O)cc1	3%	1.3%	1%	2%	-13%
O=[N+]([O-])c1cccc(CN2CCN(S(=O)(=O)Cc3ccccc3)CC2)c1	-8%	i	-4%	-7%	-5%
CCN(CC(=O)NCc1cccs1)c1ccc(S(=O)(=O)N2CCOCC2)cn1	2%	4.7%	-3%	-5%	6%
CCCCN(Cc1cc2cc(OC)ccc2[nH]c1=O)C(=O)c1ccccn1	17%	1.9%	9%	0%	-6%
Cc1ccc(CNCCCn2cnc3c(OCc4ccccc4)ncnc32)o1	x	i	x	x	22%
CC(C)c1ccc(C=NNc2ccc([N+](=O)[O-])cn2)cc1	x	0.4%	x	x	-3%
Cc1cccc(-n2ncc3c2CCCC3NC(=O)CCc2ccncc2)c1C (centres undefined)	-11%	i	10%	-19%	-12%
COc1ccc(C(=O)NCCCCNC(=O)c2ccc(OC)c(OC)c2)cc1OC	-6%	2.5%	1%	-3%	-1%
O=C(Cc1ncc(C(F)(F)F)cc1Cl)NCCc1ccccn1	2%	i	1%	6%	3%
COCCNC(=O)c1cn(C)c2ccc(S(=O)(=O)N3CCCC3)cc2c1=O	-2%	0.7%	2%	5%	8%
Cn1cnc([N+](=O)[O-])c1S(=O)(=O)Oc1cccc2ccccc12	x	u	x	x	-8%
CCCCN1C(=O)c2ccc(C(=O)OCC(=O)NCCc3ccc(S(N)(=O)=O)cc3)cc2C1=O	-6%	3.3%	-5%	x	-1%
COCCCNC(=O)c1ccc2c(=O)n(Cc3ccc(Cl)cc3)c(=S)[nH]c2c1	-19%	i	-6%	8%	-13%
COc1ccc2[nH]c(C)c(CCNCc3cn(C)c4ccccc34)c2c1	x	2.1%	13%	x	28%
Cn1c(=O)c2c(nc(Sc3ncnn3CC(=O)NC3CCCCC3)n2C)n(C)c1=O	8%	1.7%	-7%	0%	-7%
CCOc1ccc(C(CC(=O)O)NC(=O)c2ccco2)cc1 (centres undefined)	0%	i	-1%	-5%	-4%
C/C(=N\NC(=O)C1(C)NC(C)(C)Cc2ccccc21)c1ccccc1 (centres undefined)	9%	0.1%	-2%	-1%	-4%
CCN(CC)CC(=O)c1ccc(-c2ccccc2)cc1	72%	i	8%	-2%	-7%
CC1CCN(CCCNC(=O)c2cc3c(s2)-c2ccccc2OC3)CC1	64%	7.6%	6%	2%	-7%
CC(C)(CO)NCc1ccc(Br)cc1	1%	0.6%	-8%	-7%	6%
Cc1ccc(Cn2c(=N)c(C(=O)NCCN3CCOCC3)cc3c(=O)n4ccccc4nc32)cc1	13%	3.4%	7%	28%	2%
CCCCSC(=S)NC1CCS(=O)(=O)C1 (centres undefined)	u	i	6%	4%	-7%	inhibitors of VEEV 10K pilot screen=12
Cc1ccn2cc(-c3ccc(O)c(O)c3)nc2c1	-18%	i	8%	-15%	3%
O=C(CNS(=O)(=O)c1ccccc1)Nc1ccc2c(c1)OCO2	1%	1.4%	6%	4%	-3%
CCOc1ccccc1N(C(=O)c1ccco1)C(C(=O)NC1CCCC1)c1cccnc1 (centres undefined)	-1%	1.5%	-3%	3%	-5%
CCC(=O)OC1(C(C)=O)CCC2C3CCC4=CC(=O)CCC4(C)C3CCC21C (centres undefined)	x	1.4%	x	x	10%
c1ccc(CCn2nnnc2CN2CCc3ccccc32)cc1	20%	i	9%	-6%	0%
CCN(CCCNC(=O)CN(C)S(=O)(=O)c1ccc2c(c1)CCC(=O)N2)c1cccc(C)c1	15%	1.4%	-11%	5%	8%
O=C1c2ccccc2C(=O)c2[nH]cnc21	61%	i	64%	x	-3%
C=CCc1cccc(CNc2c(C)cc(C)cc2C)c1O	0%	3.2%	2%	-34%	-6%
CCOc1cc2[nH]c(=O)n(CCC(=O)N3CCN(c4ccccc4OC)CC3)c(=O)c2cc1OCC	-5%	11%	-15%	-13%	-2%
O=C(CCCOc1ccccc1)N1CCN(c2ccccc2)CC1	-6%	11%	-4%	3%	5%
Cc1nc(NNC(=O)c2ccccc2)cc(-c2ccccc2)n1	-6%	1.4%	-4%	-29%	-2%	inhibitors of VEEV 10K pilot screen=1.0
Cc1c(NC(=O)CSc2nnc(C(C)N(C)C)n2-c2ccccc2)c(=O)n(-c2ccccc2)n1C (centres undefined)	x	1.8%	x	x	-2%
Cc1ccc(C)c(S(=O)(=O)NCc2ccc(C(=O)N3CCN(C)CC3)cc2)c1	-4%	0.1%	-8%	-8%	-9%
CCOC(=O)N1CCC(NC(=O)CN(c2ccc(C(C)C)cc2)S(=O)(=O)c2c(C)nn(C)c2C)CC1	4%	4.4%	-3%	-10%	4%
O=C(CSc1nnc(Cc2ccccc2)n1Cc1ccccc1)NCc1ccco1	13%	4.5%	4%	-5%	-3%
O=C(CN1CCN(S(=O)(=O)c2ccc(Br)s2)CC1)NC1CCCCC1	x	2.5%	x	x	-4%
COc1ccc(S(=O)(=O)Nc2ccc(O)c3ccccc23)cc1	u	i	10%	6%	15%
Cc1ccc2c(c1)c(C)c(C)n2CC(O)Cn1nc(C)cc1C (centres undefined)	-5%	4.1%	-8%	-1%	-4%
O=C(Nc1cc(N2CCOCC2)ncn1)NC1(C(F)(F)F)Oc2ccc(Cl)cc2O1 (centres undefined)	u	x	12µM*	-10%	x
Cc1ccccc1NC(=O)COC(=O)c1cccnc1	-7%	1.3%	-9%	1%	-9%
O=C(c1ccc(Br)o1)N1CCC(c2nc3ccccc3[nH]2)CC1	-11%	1.6%	3%	1%	-8%
COCCn1c(SCC(=O)Nc2cccc(C(=O)OC)c2)nc2ccccc2c1=O	-7%	0.1%	8%	-7%	1%
Cc1cc(C(C)(C)C)ccc1OCC(=O)N/N=C\c1c(C)n(C)n(-c2ccccc2)c1=O	30%	1.7%	10%	-27%	8%
CC(O)c1ccc(-n2cnnn2)cc1 (centres undefined)	-3%	1.2%	-21%	-3%	-11%

By substructure: the compounds so far with an aryl thioether with sulfur outside any ring
SMILES	tuberculosis growth	inhibitors of VEEV	H37Rv inhibition	Salmonella PhoP GFP	H1N1 NS1A inhibition	others
O=C(CSc1nc2nc(-c3cccs3)cc(C(F)(F)F)c2c(=O)[nH]1)NCc1ccco1	12%	1.6%	-2%	-11%	-20%
COc1ccc(S(=O)(=O)N2CCOCC2)cc1NC(=O)CSc1nnc(N)s1	-3%	3.1%	-4%	6%	-8%
CC(C)Cn1c(SCc2nnc(-c3cccs3)o2)nc(O)cc1=O	39%	0.2%	7%	-5%	6%
Cn1c(=O)c2c(nc(Sc3ncnn3CC(=O)NC3CCCCC3)n2C)n(C)c1=O	8%	1.7%	-7%	0%	-7%
Cc1c(NC(=O)CSc2nnc(C(C)N(C)C)n2-c2ccccc2)c(=O)n(-c2ccccc2)n1C (centres undefined)	x	1.8%	x	x	-2%
O=C(CSc1nnc(Cc2ccccc2)n1Cc1ccccc1)NCc1ccco1	13%	4.5%	4%	-5%	-3%
COCCn1c(SCC(=O)Nc2cccc(C(=O)OC)c2)nc2ccccc2c1=O	-7%	0.1%	8%	-7%	1%

(cont.)
SMILES	tuberculosis growth	inhibitors of VEEV	H37Rv inhibition	Salmonella PhoP GFP	H1N1 NS1A inhibition	others
COc1cc(/C=C/C(=O)OCC(=O)NCCc2ccccc2)cc(OC)c1OC	10%	i	-10%	0%	-8%
Cc1nn(CCC(=O)O)c2nc(-c3cccnc3)cc(C(F)(F)F)c12	-7%	i	-4%	-12%	-12%
COc1ccc(-c2nc(CS(=O)(=O)CC(=O)NCc3ccc4c(c3)OCO4)c(C)o2)cc1	-6%	i	8%	-5%	-9%
O=c1[nH]sc2ccccc12	x	u	x	x	-2%
Cc1cc(C)n(Cc2ccc(Cl)nc2)n1	6%	1.9%	-2%	9%	-6%
CCOc1ccccc1N1CC(O)=C(c2nc3ccccc3s2)C1=N	43%	6.4%	10%	1%	-2%
Cc1cccc(C)c1-n1nnnc1SCC(=O)N1CCNC1=O	x	1.2%	x	x	-7%
CCn1c(SCC(=O)NCc2ccccc2)nnc1C(CO)NC(=O)c1ccccc1 (centres undefined)	-1%	1.2%	-17%	-10%	-9%
CN1C(=O)/C(=N/OC(=O)c2ccccc2)c2ccccc21	-18%	2.5%	-5%	10%	4%
COC(=O)c1sccc1NC(=S)N1CCN(C)CC1	5%	0.8%	-10%	11%	10%
Clc1ccc(OCc2nnc3n2CCCCC3)c(Cl)c1	10%	1.6%	15%	4%	9%
CCOc1ccc(NC(=S)Nc2cccnc2)cc1	72%	1.0%	3%	-13%	4%

Sorted by count of non-hydrogen atoms (highest first): some entries from above.
SMILES	tuberculosis growth	inhibitors of VEEV	H37Rv inhibition	Salmonella PhoP GFP	H1N1 NS1A inhibition	others
CCOc1ccccc1N1CC(O)=C(c2nc3ccccc3s2)C1=N	43%	6.4%	10%	1%	-2%
Clc1ccc(OCc2nnc3n2CCCCC3)c(Cl)c1	10%	1.6%	15%	4%	9%
O=c1[nH]sc2ccccc12	x	u	x	x	-2%
